Assay outcomes deposited in PubChem by several laboratories.
Rev-RRE block = HIV-1 Rev-RRE binding inhibitors, primary screen, biochemical, FRET, protein-RNA interaction; inhibition, % at 8 µM; AID 704, 2007; Rev peptide-RRE RNA binding; P05866; 97,000 tested, 0.79% active;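 active means inhibition above the screen-wide mean plus 3 SD, cut at about 35% in these data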;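 further: 0% = median DMSO wells and 100% = median Neomycin B control wells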
Target sequence (P05866 whole entry, looked up): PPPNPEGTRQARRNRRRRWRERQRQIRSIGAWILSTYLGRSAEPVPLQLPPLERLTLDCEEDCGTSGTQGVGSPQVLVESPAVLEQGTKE
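Test system: labelled RRE RNA duplex and labelled Rev peptide. Times: 5 min compound–RNA preincubation, then 15 min with peptide, 25 °C. Doses: single-dose 8 µM. Measured by: FRET, excitation 480 nm, emission 540 nm donor and 671 nm acceptor. Measure: % inhibition of FRET ratio versus controls.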
PLK1 kinase inh = human PLK1 kinase inhibitors, primary screen, biochemical, TR-FRET; Serine/threonine-protein kinase PLK1 (Homo sapiens), P53350; recombinant PLK1 kinase, TR-FRET peptide phosphorylation; inhibition, % at 10 µM; 97,000 tested, 0.53% active;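 active means inhibition of 50% or more in the single-concentration screen; inactive means inhibition below 50%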;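 further: 0% = DMSO max control and 100% = H-89 dihydrochloride min control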
F-actin modifier = modifiers of F-actin cytoskeleton organization, primary screen, imaging, HUVEC, phalloidin staining, high-content imaging; HUVEC TNFa F-actin phalloidin imaging; 91,000 tested, 0.18% active; AID 836, 2007; inhibition, % at 2 µM;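 active means inhibition above the batch mean plus 3 SD and confirmed as a hit by visual image inspection, cut at about 30% in these data, passing the limit was not always enough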; further: strong numbers were not always called active
Plk1 PBD FP = Plk1 polo box domain binding inhibitors, primary screen, biochemical, fluorescence polarization. Serine/threonine-protein kinase PLK1 (Homo sapiens), P53350. Plk1 PBD phosphopeptide binding. inhibition, %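 (tested at about 20 µM)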. 97,000 tested, 0.13% active. AID 693, 2007; in the data active means inhibition above about 34%, passing the limit was not always enough
EphB4 antag = EphB4-ephrin-B2 interaction antagonists, primary screen, biochemical, TNYL-RAW peptide probe, fluorescence polarization | AID 720, 2007 | Ephrin type-B receptor 4 (Homo sapiens), P54760 | EphB4 LBD / TNYL-RAW-Alexa532 peptide | inhibition, % at 7 µM | 97,000 tested, 0.15% active;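 active means inhibition above the screen-wide mean inhibition plus 3 SD, cut at about 15% in these data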;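 further: 0% = DMSO wells and 100% = excess unlabeled TNYL-RAW peptide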
PTPN22 act = LYP phosphatase activators, primary screen, biochemical, DiFMUP fluorescence, 2 µM; Tyrosine-protein phosphatase non-receptor type 22 (Homo sapiens), Q9Y2R2; recombinant LYP; 0 = plate median, 100 = signal doubled; activation, % at 2 µM; 96,000 tested, 0.11% active;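 active means activation at 2 µM above a set limit, the mean plus 5 SD, cut at about 37% in these data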
Target sequence (Q9Y2R2 whole entry, looked up): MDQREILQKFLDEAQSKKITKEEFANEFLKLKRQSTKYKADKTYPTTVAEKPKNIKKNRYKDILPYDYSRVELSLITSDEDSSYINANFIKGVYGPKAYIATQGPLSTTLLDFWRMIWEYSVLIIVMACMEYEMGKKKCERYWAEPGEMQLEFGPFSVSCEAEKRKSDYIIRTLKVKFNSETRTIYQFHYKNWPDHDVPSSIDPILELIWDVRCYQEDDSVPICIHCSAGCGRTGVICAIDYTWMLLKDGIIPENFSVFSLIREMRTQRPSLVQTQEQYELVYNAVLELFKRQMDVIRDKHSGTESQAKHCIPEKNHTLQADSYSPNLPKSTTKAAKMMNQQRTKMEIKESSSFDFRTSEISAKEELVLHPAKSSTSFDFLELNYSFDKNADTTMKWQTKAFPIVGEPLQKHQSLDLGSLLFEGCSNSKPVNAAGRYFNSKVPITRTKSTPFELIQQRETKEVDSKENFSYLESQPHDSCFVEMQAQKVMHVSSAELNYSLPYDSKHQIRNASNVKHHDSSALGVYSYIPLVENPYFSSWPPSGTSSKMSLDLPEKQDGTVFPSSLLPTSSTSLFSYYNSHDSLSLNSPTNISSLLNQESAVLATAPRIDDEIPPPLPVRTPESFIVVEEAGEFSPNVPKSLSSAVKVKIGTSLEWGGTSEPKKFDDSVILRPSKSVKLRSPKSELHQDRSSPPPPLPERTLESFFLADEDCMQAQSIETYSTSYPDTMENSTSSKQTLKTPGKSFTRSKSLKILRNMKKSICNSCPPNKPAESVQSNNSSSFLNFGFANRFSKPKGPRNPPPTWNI
FAK inh = FAK kinase inhibitors, primary screen, biochemical. biochemical FAK kinase activity assay. inhibition, %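 (tested at 7 µM)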. 97,000 tested, 0.84% active. AID 727, 2007; in the data active means inhibition above about 19%;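 further: 0% = DMSO and 100% = reference compound high control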
LYP inh 2 = PTPN22 phosphatase inhibitors, primary screen, biochemical, DiFMUP fluorescence, 2 µM | AID 640, 2007 | inhibition, % at 2 µM | Tyrosine-protein phosphatase non-receptor type 22 (Homo sapiens), Q9Y2R2 | recombinant LYP catalytic domain | 96,000 tested, 0.21% active;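 active means inhibition at 2 µM at or above a set limit, the screen mean plus 3 SD, cut at about 24% in these data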;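 further: 0% = DMSO with enzyme and 100% = enzyme fully blocked by orthovanadate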
PTK2B oligo ant = antagonists of Pyk2 self-association, primary screen, Q293 cells, FERM NanoBiT luminescence, HTS. Protein-tyrosine kinase 2-beta (Homo sapiens), Q14289. stronger effect = lower value. z-score (the deposit names both 25 µM and 10 µM). 99,000 tested, 0.83% active. AID 1347419, 2020;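 active means Z-score of -3 or lower, scaled per plate to the spread of control and sample wells; inactive means z-score above -3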;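 further: negative z-score means lost luminescence so less FERM oligomerization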
* hit, by the source's call; . = no result given.

Rev-RRE block,PLK1 kinase inh,F-actin modifier,Plk1 PBD FP,EphB4 antag,PTPN22 act,FAK inh,LYP inh 2,PTK2B oligo ant,SMILES
7,-12,-6,9,2,-2,8,2,-0.98,O=C(CSc1ncnc2sc3c(c12)CCCC3)c1ccco1
5,-6,-67,-7,-4,8,2,-10,-0.21,CCNC(=O)c1sc(=S)n(CC)c1N
12,-2,-22,5,-2,0,4,-1,-0.59,CN1CCN(c2ccccc2NC(=O)c2ccc(-c3ccc(Cl)cc3Cl)o2)CC1
2,17,-29,-7,-2,-2,-4,2,-0.04,Cc1cccc2cc(C#N)c(N3CCN(C)CC3)nc12
5,-13,-15,2,4,-6,-2,4,-2.8,COc1ccc(N(CC(=O)Nc2cccc(C)c2)S(=O)(=O)c2c(C)n[nH]c2C)cc1
-1,-9,19,-17,-1,1,0,-3,-4.5*,C=CCn1c(SCC(=O)Nc2sc(C)c(C)c2C(=O)OCC)nnc1-c1sc(N)nc1C
-1,-13,-3,-14,-7,6,-7,-1,-1.6,CCOc1ccc(C2c3cc(OC)c(OC)cc3CC(=O)N2c2ccccc2)cc1 (stereo not given)
1,-19,-61,14,-1,-1,4,0,-4*,CCN(CC)c1ccc(-c2nn3c(-c4ccccc4OC)nnc3s2)cc1
8,-12,-36,15,-2,2,0,-3,-0.72,Cc1ccc2cc3c(NC(=O)c4ccco4)nn(C)c3nc2c1
8,-5,-14,-11,9,-1,2,2,-0.52,COc1ccccc1OCC(=O)Nc1ccc(Cl)cc1
5,-10,1,-9,-1,-8,2,6,-2.4,CCOc1ccc(NC(=O)CCSc2nc3c(c(CC)c2C#N)C(=O)CC(C)(C)C3)cc1
8,1,10,2,2,-4,-1,1,-1.3,COc1cccc(/C=N\n2c(C)nnc2C)c1OC
0,-8,-16,-16,-13,-4,-1,4,-0.09,Cc1ccc(S(=O)(=O)N2CCSC2c2ccco2)cc1 (stereo not given)
4,-10,10,1,0,-1,1,4,-0.85,COc1cccc(NC(=O)Cn2c(=O)c3c(ncn3Cc3ccccc3)n(Cc3ccccc3)c2=O)c1
13,-11,-10,8,-3,-7,2,5,-2.4,CCc1c(C#N)c(SCCC(=O)Nc2cccc(OC)c2)nc2c1C(=O)CC(C)(C)C2
6,-9,-3,5,7,-1,11,7,-3.7*,O=[N+]([O-])c1ccc(N2CCN(S(=O)(=O)c3ccccc3)CC2)cc1NCc1cccnc1
2,-6,29,-8,3,2,2,4,0.14,COc1cccc(C(=O)COC(=O)c2ccc(NC(=O)c3ccccc3)cc2)c1
-1,-7,7,2,-4,6,0,-2,-0.38,O=C(Cn1cc[n+](CC(=O)c2ccccc2)c1)c1ccccc1
18,-15,-3,-11,-4,16,8,-12,0.54,COc1ccc(Oc2nc(C(F)(F)F)nc3ccccc23)cc1
1,31,-11,-22,7,1,6,0,2.7,CC(=O)Nc1cccc(C(=O)OCc2ccc(C(=O)Oc3ccc(Cl)cc3)cc2)c1
-2,-3,-5,-4,-6,-5,-6,6,0.08,Cc1cccc(NC(=O)c2cccs2)n1
-1,-13,-11,25,-2,2,0,1,0.91,CCOC(=O)/C(C#N)=C\N(C)C
4,1,20,-15,3,6,-1,-6,-0.44,CSc1nc(N)nc(SCC(=O)C(C)(C)C)c1C#N
-3,-5,3,14,-13,-1,-3,-2,0.27,O=C(CCN1C(=O)c2ccccc2C1=O)NCCC1=CCCCC1
4,-9,2,-9,0,-10,0,12,-0.36,N=c1ncn(CC(O)CN2CCOCC2)c2nc(N3CCOCC3)[nH]c12 (stereo not given)
3,-8,5,8,15,5,0,-8,0.06,COC(=O)c1ccc(C)c(NC(=O)CN(c2ccc3c(c2)OCO3)S(C)(=O)=O)c1
10,-4,-30,-5,-5,-5,0,6,-1.5,O=c1c2c(nc3n1CCCCC3)sc1c(O)c(Br)ccc12
6,-2,-12,-30,-1,-3,5,0,0.61,O=C(Nc1sc2c(c1C(=O)O)CCC2)c1cccs1
18,-10,-8,-8,1,5,6,-6,-0.36,O=C(Nc1ccccc1N1CCCCC1)c1ccc2nccnc2c1
8,-6,16,-12,3,-6,2,7,-0.33,O=C(NC1(C(F)(F)F)NC(=O)N(Cc2cccnc2)C1=O)c1ccccc1 (stereo not given)

Limited to EphB4 antag, F-actin modifier and Plk1 PBD FP (two entries from above):
canonical_smiles | EphB4 antag | F-actin modifier | Plk1 PBD FP
COc1ccc(Oc2nc(C(F)(F)F)nc3ccccc23)cc1 | -4 | -3 | -11
CC(=O)Nc1cccc(C(=O)OCc2ccc(C(=O)Oc3ccc(Cl)cc3)cc2)c1 | 7 | -11 | -22

(further entries)
Rev-RRE block,PLK1 kinase inh,F-actin modifier,Plk1 PBD FP,EphB4 antag,PTPN22 act,FAK inh,LYP inh 2,PTK2B oligo ant,SMILES
8,-12,10,-19,2,-6,1,5,.,Cc1ccnc(SCCn2c(N3CCN(c4ccccc4)CC3)nc3c2c(=O)[nH]c(=O)n3C)n1
11,-9,3,-6,2,4,-2,-3,0.89,COc1ccccc1CNC(=O)C[n+]1ccccc1
1,-16,-14,-21,-4,12,-2,-8,-0.11,COc1cc(O)oc1C=Nc1ccc(Cl)cc1Cl
5,-5,-20,5,3,-3,-4,1,0.22,CC1CC(C)CN(Cc2nc3c(c(=O)n(C)c(=O)n3C)n2CCN2CCOCC2)C1 (stereo not given)
3,-12,-7,10,-5,5,1,-4,0.59,O=c1cc(-c2ccccc2)n(S(=O)(=O)c2ccccc2)o1
9,-11,7,6,-2,-5,0,8,2.5,O=C(CNC(=O)Cc1ccccc1)NCC(=O)OCC(=O)c1cccc2ccccc12
-3,-1,3,11,4,-2,0,4,0.01,Brc1cccc(CN2CCCCCCC2)c1
8,-6,5,-5,3,-5,4,3,.,O=C(O)c1ccc(-c2ccc(O)c(F)c2)cc1
5,-9,.,-9,6,-13,1,12,0.27,CCOC(=O)Nc1cccc(C(=O)O)c1
7,2,-8,-15,2,5,-1,-6,0.88,COc1ccc(OC)c(/C(O)=C/C(=O)C(=O)Nc2ccccc2OC)c1
13,-3,10,-23,-1,-6,-1,3,-0.16,COc1cccc(NC(=O)CCN2CCC(C(N)=O)CC2)c1
12,-5,-17,2,2,-3,0,5,-0.48,O=C(Nc1ccc(Oc2cccc3ccccc23)cc1)c1ccco1
1,-9,4,13,-9,6,-7,-7,.,CC(C)CCNC(=O)C(Cc1ccccc1)NS(=O)(=O)c1ccc2c(c1)c(=O)n(C)c(=O)n2C (stereo not given)
7,6,18,-9,1,2,0,1,0.57,COCCNS(=O)(=O)c1cccn1-c1ncc(C(F)(F)F)cc1Cl
18,-13,-2,4,1,-1,0,0,-0.3,O=C(Cn1nc(C(F)(F)F)c2c1CCC2)Nc1ccccc1C(F)(F)F
19,-15,8,6,3,-4,-3,6,.,O=C(Nc1ccc(Cl)cc1)[C@@H]1[C@@H]2C(=O)N(c3ccc(Cl)cc3Cl)C(=O)[C@@H]2[C@H]2C=CC=NN21
15,-6,-10,4,12,-12,8,11,0.6,CCCCn1c(=N)n(CC(O)COc2ccc(C)cc2)c2ccccc21 (stereo not given)
17,-13,-25,14,8,-9,11,11,0.21,CCOC(=O)c1cn2nc(-c3ccc(OC)cc3)cc2nc1C1CCN(C(=O)OC(C)(C)C)CC1
10,0,0,-3,-6,3,4,-2,0.68,COc1ccc2nc(NCCCNC(=O)c3cc(OC)c(OC)c(OC)c3)c(C#N)cc2c1
7,-3,-9,13,1,0,-1,-4,-0.34,C=CCN=C(NC#N)SCc1ccccc1
2,-11,-8,4,-2,-8,-2,8,0.2,CCOC(=O)C(NC(=O)CC)(Nc1nc2c(s1)CCCC2)C(F)(F)F (stereo not given)
7,7,1,-12,5,-11,-1,9,0.08,CC(=O)NCc1cccc(CNC(C)=O)n1
-3,-12,-16,-10,-6,-1,-4,3,-1.3,Cc1cc(C)cc(N(C(=O)c2ccccn2)C(C(=O)NC2CCCCC2)c2cccs2)c1 (stereo not given)
15,-12,14,-19,6,-4,4,1,.,O=C(Nc1ccc(Br)cc1F)c1ccc2c(c1)N(Cc1ccccc1)C(=O)CS2=O (stereo not given)
7,-10,-9,51*,2,-1,-2,3,-1.3,O=C(Nc1cccn(Cc2c(Cl)cccc2Cl)c1=O)c1c(Cl)cccc1Cl
9,3,-1,-2,2,-6,-1,8,0.42,COC(=O)COn1c(SC(C)C)nc2ccccc2c1=O
6,-11,5,-36,2,-1,7,0,0.86,COc1cccc(C2=NOC(C(=O)NCc3ccc(F)cc3)C2)c1 (stereo not given)
1,-9,-29,5,-1,-4,1,0,2.1,COc1ccc(O)c(/C=N\NC(=O)CCn2nnc3ccccc32)c1
3,19,-13,-2,-4,-14,0,12,1.9,CCN(CC)CCn1c(=S)[nH]c2cc(Cl)ccc2c1=O
2,-15,18,22,9,-6,2,3,.,O=C(NCC1COc2ccccc2O1)C1CCCN(S(=O)(=O)c2cccc3cccnc23)C1 (stereo not given)
5,-6,-28,12,2,0,7,4,0.27,CCC(C)NC(=O)Cn1nc([N+](=O)[O-])c(Cl)c1C (stereo not given)
1,-6,-4,-7,-1,10,-1,-12,0.29,Cc1ccc(C(=O)NNC2=NCCC2)cc1
14,-8,-24,-18,9,9,1,-6,0.15,CSc1nc2nc3c(cn2n1)C(=O)CC(c1ccccc1)C3 (stereo not given)
-6,1,2,0,-1,8,2,-7,-1.4,CC(=O)Nc1sc2c(c1CN1CCN(c3ccc(F)cc3)CC1)CCCC2
6,-5,-6,12,3,-5,0,5,-0.39,O=C(NCCCN1CCOCC1)c1ccc(Cl)s1
6,-13,-18,-14,5,-2,1,4,-0.38,COc1ccc(C2=NN(CN3C(=O)C(=O)c4ccccc43)C(c3ccc(Br)cc3)C2)cc1 (stereo not given)
-5,-6,.,18,4,-12,3,12,-0.17,CCOC(=O)C(Cc1cc(C(C)=O)ccc1OC(C)C)C(=O)OCC
4,-9,-13,-21,5,-1,-1,3,-1.4,Cc1ccc(NC(C)c2cc(Cl)ccc2O)cc1 (stereo not given)
4,-11,-7,19,5,-1,3,4,-0.51,CCOc1ccccc1/C=N/Nc1ccccc1[N+](=O)[O-]
11,-9,.,-4,12,9,5,-9,0.14,COc1ccc(CC(CC(=O)O)C(=O)Nc2ccccc2)cc1 (stereo not given)
0,4,.,-41,-5,8,1,-12,-0.54,COC(=O)C1=C(C)N(C)C(=O)NC1c1cc(Cl)c(O)c(OC)c1 (stereo not given)
4,-9,2,0,-1,-3,0,3,0.42,COc1ccc(-c2nnc(SCCC(=O)O)n2-c2ccccc2)cc1OC
5,64*,.,10,-4,.,-5,.,.,CCOC(=O)c1cnc2c(C#N)c(C)nn2c1-c1ccccc1

One compound at a time, from the list above. Order of screens: Rev-RRE block | PLK1 kinase inh | F-actin modifier | Plk1 PBD FP | EphB4 antag | PTPN22 act | FAK inh | LYP inh 2 | PTK2B oligo ant
CC(=O)Nc1cccc(C(=O)OCc2ccc(C(=O)Oc3ccc(Cl)cc3)cc2)c1 reads 1 | 31 | -11 | -22 | 7 | 1 | 6 | 0 | 2.7
COC(=O)c1ccc(C)c(NC(=O)CN(c2ccc3c(c2)OCO3)S(C)(=O)=O)c1 reads 3 | -8 | 5 | 8 | 15 | 5 | 0 | -8 | 0.06
CSc1nc2nc3c(cn2n1)C(=O)CC(c1ccccc1)C3 (stereo not given) reads 14 | -8 | -24 | -18 | 9 | 9 | 1 | -6 | 0.15
CCOC(=O)C(Cc1cc(C(C)=O)ccc1OC(C)C)C(=O)OCC reads -5 | -6 | . | 18 | 4 | -12 | 3 | 12 | -0.17
